# 5-HT1A blocker – human 5-HT1a receptor antagonists, primary screen, cell-based, CHO, Ga15 NFAT-bla reporter; 5-hydroxytryptamine receptor 1A (Homo sapiens), P08908; CHO 5-HT1a Ga15 NFAT-bla reporter, antagonist mode; inhibition, % at 10 µM; actives 0.68% (n = 62,000); AID 612, 2007;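 active = inhibition above the mean of all tested compounds plus 3 SD, cut at about 43% in these data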;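 also: receptor stimulated by 5-CT agonist at 100 nM near EC80; beta-lactamase reporter measured by ratiometric fluorescence of a cleavable substrate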
# 5HT1E antag – 5-HT1E receptor antagonists, primary screen, cell-based, HTS; 5-hydroxytryptamine receptor 1E (Homo sapiens), P28566; CHO 5-HT1E Ga15 NFAT-bla reporter, FRET, antagonist; inhibition, % at 6 µM; actives 0.99% (n = 65,000);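 active = inhibition above a set limit, the mean inhibition across every tested compound plus 3 SD, cut at about 29% in these data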;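 also: signal is the 460 over 535 nm emission ratio of beta-lactamase substrate; 0% = agonist plus DMSO wells and 100% = wells without agonist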
# Target sequence (P28566 whole entry, looked up): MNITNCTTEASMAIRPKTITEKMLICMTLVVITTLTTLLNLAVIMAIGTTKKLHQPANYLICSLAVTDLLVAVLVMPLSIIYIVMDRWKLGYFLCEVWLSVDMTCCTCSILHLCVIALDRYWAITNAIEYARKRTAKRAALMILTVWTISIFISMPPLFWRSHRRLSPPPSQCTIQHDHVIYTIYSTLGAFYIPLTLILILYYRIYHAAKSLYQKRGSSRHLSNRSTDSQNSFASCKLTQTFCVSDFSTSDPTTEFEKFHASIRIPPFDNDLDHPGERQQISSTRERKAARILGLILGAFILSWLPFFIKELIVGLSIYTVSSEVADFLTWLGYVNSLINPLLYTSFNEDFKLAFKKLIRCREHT
# S1P1 ag-PAM – S1P1 agonists and agonism potentiators, primary screen, cell-based, primary and confirmation screens, CRE-bla reporter. Sphingosine 1-phosphate receptor 1 (Homo sapiens), P21453. S1P1 CRE-bla cells, forskolin, beta-lactamase FRET, potentiator mode; S1P1 agonist co-added at EC20, 2 nM; 100% = saturating reference agonist, 0% = basal. activation, % at 9.5 µM. actives 0.57% (n = 56,000);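 active = activation above a cutoff set at the mean activation of all tested compounds plus 3 SD, cut at about 54% in these data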;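 also: forskolin at 4 µM as EC80 and the EC20 agonist is SEW2871; 100% = SEW2871 at its EC100 plus forskolin at EC80; some compounds past the cut are filed as inactive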
# Jurkat tox 60K – cytotoxicity toward Jurkat T cells, primary screen, cytotoxicity control, cell-based, Jurkat E6.1, 60K MLSMR library; Jurkat E6.1 viability, ATP luminescence, 48 h; inhibition, % at 4 µM; actives 1.2% (n = 56,000);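 active = inhibition above the mean inhibition of all tested compounds plus 3 SD, cut at about 28% in these data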
# 5HT1E ag – 5-HT1E receptor agonists, primary screen, cell-based, HTS | CHO 5-HT1E Ga15 NFAT-bla reporter, FRET; 0% DMSO wells, 100% control agonist wells | activation, % at 6 µM | actives 0.69% (n = 65,000);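 active = activation above a set limit, the screen-wide mean activation plus 3 SD, cut at about 8.5% in these data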;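 also: 100% = positive control agonist at 1 µM giving full maximal response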
# HEK293 NFkB inh – inhibitors of PMA/ionomycin-induced NF-kB reporter, primary screen, antigen receptor NF-kB inhibitor project, cell-based, HEK-293 luciferase reporter, luminescence. HEK-293 NF-kB luciferase reporter. inhibition, % at 3 µM. actives 0.21% (n = 62,000). AID 465, 2006;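 active = inhibition above the mean of all tested compounds plus 3 SD, cut at about 40% in these data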;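 also: 0% = stimulated DMSO wells and 100% = 10 µM reference inhibitor 5653914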
#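 System: NF-kB luciferase reporter HEK-293 cells | Replication: Single test | Control set: DMSO vs reference inhibitor | Evaluation: % inhibition | Schedule: 1 h pretreatment, 16 h stimulation, 37 °C | Probe or stimulus: PMA with ionomycin | Compound dosing: One dose, 3 µM | Detection: Luciferase luminescence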
# D1 allo mod – D1 CRE-luciferase signal change, two-sided – cell-based, HEK293 D1, dopamine EC30, D1 allosteric modulator project, primary screen; dopamine EC30 potentiation; actives deviate in either direction; D(1A) dopamine receptor (Homo sapiens), P21728; AID 641, 2007; actives 5.9% (n = 58,000); B-score at 10 µM;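 active = luminescence count or its row- and column-corrected plate score outside the 99.7% band of the plate's sample wells, on either side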
# S1P3 ag – human S1P3 receptor agonists, primary screen, cell-based, primary and confirmation, NFAT-BLA reporter; Sphingosine 1-phosphate receptor 3 (Homo sapiens), Q99500; S1P3 NFAT-BLA reporter cells, agonism, FRET ratio; relative to 1 µM S1P, basal subtracted; activation, % at 4.5 µM; actives 0.1% (n = 60,000); AID 373, 2006;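 active = activation above the screen-wide mean plus 3 SD, cut at about 4.5% in these data, passing the limit was not always enough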; also: some compounds called inactive have numbers as strong as hits
# Target sequence (Q99500 whole entry, looked up): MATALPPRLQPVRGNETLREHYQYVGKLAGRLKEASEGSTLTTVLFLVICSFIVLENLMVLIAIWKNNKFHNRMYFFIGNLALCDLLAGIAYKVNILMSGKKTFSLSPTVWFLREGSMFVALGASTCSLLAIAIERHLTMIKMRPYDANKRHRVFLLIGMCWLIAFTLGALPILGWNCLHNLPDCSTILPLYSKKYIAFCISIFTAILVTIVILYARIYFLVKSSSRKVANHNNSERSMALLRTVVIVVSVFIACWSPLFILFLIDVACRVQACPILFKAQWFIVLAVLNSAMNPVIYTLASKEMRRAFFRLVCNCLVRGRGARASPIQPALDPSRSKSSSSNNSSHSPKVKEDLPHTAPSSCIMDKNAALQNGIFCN
#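 Assay system: CHO cells stably expressing human S1P3, Gα16 and NFAT-β-lactamase reporter. Timing: overnight plating, 4 h compound 37 °C, 2 h substrate RT. Signal: β-lactamase FRET emission ratio 460/535 nm. Measure: percent activation versus median 1 µM S1P response, basal-subtracted, per plate. Repeats: primary screen single test, confirmation screen in triplicate.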
# 5HT1a ag – human 5-HT1a receptor agonists, primary screen, cell-based, CHO, Ga15 NFAT-bla reporter. 5-hydroxytryptamine receptor 1A (Homo sapiens), P08908. CHO 5-HT1a Ga15 NFAT-bla reporter, FRET ratio; 0% basal, 100% maximal reference agonist. activation, % at 10 µM. actives 0.56% (n = 65,000);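 active = activation above the screen-wide mean activation plus 3 SD, cut at about 19% in these data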;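 also: 0% = DMSO wells and 100% = 5-CT at EC100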
# Numbers without * were called inactive; . = not tested or not shown.
# Results follow in this order: 5-HT1A blocker	5HT1E antag	S1P1 ag-PAM	Jurkat tox 60K	5HT1E ag	HEK293 NFkB inh	D1 allo mod	S1P3 ag	5HT1a ag
1	CCCS(=O)(=O)N1CCCC(C(=O)N2CCOCC2)C1 (stereo not drawn)
 : -6	-10	-32	-7	-0.4	7	-0.26	-0.4	-3.3
2	COc1cc(S(=O)(=O)N2CCC(N3CCCCC3)CC2)ccc1-n1cnnn1
 : -4	0	8	6	-0.3	21	-1.8	0.1	-0.8
3	Cc1nn(CC(=O)NCc2ccccc2)c(=O)c2ccccc12
 : 2	4	-8	4	-0.6	0	0.21	-0.3	-1.1
4	N#Cc1c(NC(=O)CSc2nc3ccccc3c(=O)n2Cc2ccco2)sc2c1CCCC2
 : -3	3	-10	-13	-0.9	6	-0.037	0.4	-1.6
5	Cc1[nH]c(=O)[nH]c(=O)c1S(=O)(=O)N1CCN(c2cccc(Cl)c2)CC1
 : -3	1	-43	8	-0.4	20	0.44	5.0	-3.0
6	COc1ccc(S(=O)(=O)N2CC(C)N(S(=O)(=O)c3ccc(OC)cc3)CC2C)cc1 (stereo not drawn)
 : 8	7	.	2	-0.5	27	0.042	-0.7	0.7
7	O=C1C(Cl)=C(N2CCCCCC2)C(=O)N1c1ccccc1
 : -4	-1	-12	9	-0.3	6	-1.2	-0.9	-0.1
8	O=C(Nc1ccc2c(c1)OCO2)c1cnc2n(c1=O)CCS2
 : -14	4	2	0	-0.7	-35	-0.54	-0.3	1.0
9	COCCn1c(SCc2ccc(C(=O)OC)o2)nnc1-c1c[nH]c2ccccc12
 : 3	-14	-8	1	0.8	16	-0.043	-0.1	-1.4
10	O=S(=O)(NCc1ccccc1Cl)c1cnc[nH]1
 : -5	-5	15	1	0.3	8	-1.2	-0.8	-3.8
11	O=c1[nH]c(-c2ccccc2O)nc2c1CCCC2
 : -1	4	-6	3	-1.0	18	-0.34	-0.5	-2.2
12	COc1cc2[nH]c(=O)n3nc(-c4ccccc4)nc3c2cc1OC
 : -15	-1	.	.	-0.1	3	-0.69	.	0.8
13	Nc1ccccc1NC(=O)c1ccccc1
 : 16	5	6	-3	0.1	-22	.	-1.8	2.6
14	OCCN1CCN(C(c2cccs2)c2ccc3cccnc3c2O)CC1 (stereo not drawn)
 : 22	7	19	53*	-1.1	8	.	-0.9	-3.0
15	CC(=O)N1CCN(CCN=CC2=C(O)CC(c3cccs3)CC2=O)CC1 (stereo not drawn)
 : 0	0	0	1	-0.3	13	-0.38	-1.4	-4.8
16	CCCc1cc(=O)oc2c(C)c3occ(C)c3cc12
 : 40	39*	.	5	0.0	4	0.28	0.0	-1.1
17	Nc1ccc(Cl)c(NC(=O)c2cccs2)c1
 : -3	5	-7	-5	-0.1	6	.	0.3	-2.3
18	CCOC(=O)[C@@H]1CCNC[C@@H]1c1ccccc1
 : 2	12	-53	9	-0.3	2	1.6	-1.0	-2.9
19	CC1Cc2nc(SCC(=O)Nc3nccs3)n(C)c(=O)c2S1 (stereo not drawn)
 : -14	5	-7	-4	1.6	6	-0.1	0.0	0.1
20	O=C(COc1ccc(S(=O)(=O)N2CCOCC2)cc1)Nc1ccc(Cl)c(C(F)(F)F)c1
 : -17	-9	.	23	1.5	15	0.3	-1.0	-1.4
21	C=CCn1c(=N)n(CC(=O)OCC)c2ccccc21
 : -10	-8	-20	-4	0.6	-6	-0.26	1.1	-0.6
22	CN(C)c1nc(OCCNC(=O)COc2ccc(Cl)cc2Cl)nc(N2CCOCC2)n1
 : -10	-2	.	.	1.4	14	-0.22	.	-0.6
23	O=C(CN1CCc2ccccc2C1)c1cccs1
 : 10	3	-2	-2	0.0	17	-0.25	-0.4	-0.1
24	COCCN1Cc2cccc(C(=O)NCc3ccccc3OC)c2C1=O
 : 2	10	14	-5	-0.5	6	-2.6	-0.2	-4.2
25	CCOC(=O)NC(NCC(O)c1ccccc1)(C(F)(F)F)C(F)(F)F (stereo not drawn)
 : 3	5	7	-6	-0.7	4	-0.021	-1.1	-1.1
26	Nc1nnc(SCC(=O)N2CCN(c3ccccc3)CC2)n1-c1ccccc1
 : -4	-4	-95	-4	0.1	8	-0.98	0.0	-2.3
27	Cn1c(=O)c2cc(S(=O)(=O)NCCC(=O)NCC3CCCO3)ccc2n(C)c1=O (stereo not drawn)
 : 5	-10	-18	-6	-0.3	4	-0.063	0.8	-1.8
28	CCOCCCNC(=O)Cc1cc(=O)[nH]c(=O)[nH]1
 : -2	-7	6	-4	0.9	8	-0.27	0.5	0.5
29	COc1ccc(OC)c(C(C(=O)NCc2ccco2)N(C(=O)Cn2nnc3ccccc32)C(C)C)c1 (stereo not drawn)
 : 10	-4	-13	9	0.1	20	-0.58	-1.2	-0.2

# Record cards (already shown).
# Listed for Cc1[nH]c(=O)[nH]c(=O)c1S(=O)(=O)N1CCN(c2cccc(Cl)c2)CC1 : 5-HT1A blocker = -3; 5HT1E antag = 1; S1P1 ag-PAM = -43; Jurkat tox 60K = 8; 5HT1E ag = -0.4; HEK293 NFkB inh = 20; D1 allo mod = 0.44; S1P3 ag = 5.0; 5HT1a ag = -3.0
# Listed for OCCN1CCN(C(c2cccs2)c2ccc3cccnc3c2O)CC1 (stereo not drawn) : 5-HT1A blocker = 22; 5HT1E antag = 7; S1P1 ag-PAM = 19; Jurkat tox 60K = 53*; 5HT1E ag = -1.1; HEK293 NFkB inh = 8; D1 allo mod = .; S1P3 ag = -0.9; 5HT1a ag = -3.0

# Printed as active in 5HT1E antag, among the entries above:
no.	structure	5-HT1A blocker	5HT1E antag	S1P1 ag-PAM	5HT1E ag	HEK293 NFkB inh	D1 allo mod	S1P3 ag	5HT1a ag
16	CCCc1cc(=O)oc2c(C)c3occ(C)c3cc12	40	39*	.	0.0	4	0.28	0.0	-1.1

# Bioassay records from PubChem BioAssay.
